Compound activity deposited in PubChem by Broad Institute.
RAD54 branch: inhibitors of human RAD54 branch migration | inhibition, % at 10.4 µM | RAD54 Holliday junction branch migration, FAM/BHQ fluorescence | actives 0.14% (n = 360,000) | Q92698;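 active means mean normalized replicate activity at least 40 and at least half of replicates scoring 40 or more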;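 further: 0% = median of neutral control wells and 100% = median of positive control wells; inhibitors cause a drop in the FAM fluorescence signal; in these data hits start at about 50%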
Xi reactivation: reactivates the inactive X chromosome in mouse fibroblasts | XiGFP mouse fibroblasts, % GFP-positive cells imaging, 3 d; cells co-treated with 5-aza-dC sensitizer; scaled so ellipticine positive control = 100% | actives 0.055% (n = 360,000) | AID 743238 | activation, % at 7.58 µM;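 active means mean normalized replicate activation at least 10% and every replicate at or above 10%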;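 further: 0% = median of on-plate neutral control wells and 100% = ellipticine 6 µM median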
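Assay system: SV40-immortalized XiGFP fibroblast cells, line 68-5-11; buffer or medium: DMEM plus 5-aza-dC sensitizer; compound: one concentration, pinned; timing: compounds 3 days, fix/stain 15 min at room temperature; benchmarks: positive control ellipticine, 6 µM final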
ERp5 block: inhibitors of human ERp5; Q15084; ERp5 insulin aggregation, absorbance 650 nm, 90 min; inhibition, % at 9.99 µM; actives 0.05% (n = 350,000);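 active means mean replicate inhibition above about 25%, with every replicate also reaching it, limit read from the data, passing the limit was not always enough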
Target sequence (Q15084 whole entry, looked up): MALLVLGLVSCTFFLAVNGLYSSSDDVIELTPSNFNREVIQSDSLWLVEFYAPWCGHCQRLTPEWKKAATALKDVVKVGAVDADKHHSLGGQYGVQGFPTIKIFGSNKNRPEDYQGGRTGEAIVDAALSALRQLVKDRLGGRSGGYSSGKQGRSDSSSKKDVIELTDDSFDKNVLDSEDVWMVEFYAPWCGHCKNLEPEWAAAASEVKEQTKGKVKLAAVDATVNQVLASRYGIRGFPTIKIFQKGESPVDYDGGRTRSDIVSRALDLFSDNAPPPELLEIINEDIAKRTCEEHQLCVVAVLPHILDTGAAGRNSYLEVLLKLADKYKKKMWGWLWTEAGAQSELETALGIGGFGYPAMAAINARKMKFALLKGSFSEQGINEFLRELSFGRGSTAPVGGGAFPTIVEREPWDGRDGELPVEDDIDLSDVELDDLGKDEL
S100A4 MyoIIA: blocks human S100A4 binding to myosin IIA peptide; P26447; S100A4/TAMRA-MyoIIA peptide fluorescence polarization; inhibition, % at 10.7 µM; actives 0.14% (n = 360,000);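 active means mean inhibition of at least 70% across replicates, with every replicate also reaching that level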
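Compound dosing: one dose per compound; test system: human S100A4 monomer with TAMRA-labelled myosin IIA peptide; probe or stimulus: TAMRA-labelled myosin IIA heavy-chain peptide probe, 5 nM; medium: HEPES buffer with Ca2+, pH 7.2; schedule: 5 min incubation before reading; benchmarks: neutral control DMSO, positive control TFP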
esBAF inh: blocks esBAF chromatin remodeling in mouse ES cells; Bmi1-luciferase knock-in reporter, 24 h; 100% = twice the neutral-well signal; reporter increase, % at 12.5 µM; actives 2% (n = 350,000); in the data active means activation above about 40%;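 further: 0% = median of the plate's neutral control wells and 100% = double that signal; a rise in the Bmi1 reporter signal indicates esBAF inhibition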
ERAP1 HTS inh: inhibitors of human ERAP1 aminopeptidase. Q9NZ08. recombinant ERAP1, Leu-AMC fluorescence, 60 min. inhibition, % at 10.7 µM. actives 0.15% (n = 340,000). AID 652197;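 active means mean replicate inhibition of at least 30%, or all replicates individually reaching that 30% level; inactive means mean below 30% and not every replicate reaching it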;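 further: 0% = neutral control wells and 100% = L-leucinethiol positive control wells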
E-selectin induc: induces E-selectin expression in human endothelial cells | actives 0.37% (n = 260,000) | AID 686992 | activation, % at 7.58 µM | HUVEC E-selectin immunofluorescence imaging; normalized: neutral wells 0, TNF-alpha wells 100;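 active means mean E-selectin-positive cell signal at least 10% of the positive control, reached in at least 60% of replicates, without over 20% cell loss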;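 further: in these data hits start at about 27%; measured in HUVEC primary endothelial cells; signal is the percent of cells scored E-selectin positive by PE staining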
Target sequence (P16581 whole entry, looked up): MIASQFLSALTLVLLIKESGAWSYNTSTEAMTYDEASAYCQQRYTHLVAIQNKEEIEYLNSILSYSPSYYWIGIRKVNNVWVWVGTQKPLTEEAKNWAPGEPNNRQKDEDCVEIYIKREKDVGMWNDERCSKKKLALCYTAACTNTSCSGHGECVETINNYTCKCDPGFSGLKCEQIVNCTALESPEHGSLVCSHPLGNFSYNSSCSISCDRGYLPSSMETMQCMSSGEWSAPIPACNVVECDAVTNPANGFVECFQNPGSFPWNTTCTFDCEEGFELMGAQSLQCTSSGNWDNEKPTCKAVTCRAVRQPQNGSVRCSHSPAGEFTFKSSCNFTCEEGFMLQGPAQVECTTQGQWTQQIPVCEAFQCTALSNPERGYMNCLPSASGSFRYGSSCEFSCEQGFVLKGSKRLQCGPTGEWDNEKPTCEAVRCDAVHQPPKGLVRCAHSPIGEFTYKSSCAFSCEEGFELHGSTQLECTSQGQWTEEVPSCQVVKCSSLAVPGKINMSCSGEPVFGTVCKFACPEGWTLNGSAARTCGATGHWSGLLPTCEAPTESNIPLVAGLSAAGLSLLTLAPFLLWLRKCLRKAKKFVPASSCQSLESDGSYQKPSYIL
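material = human umbilical vein endothelial cells (HUVEC), E-selectin induction | quantity = 3,000 cells/well | medium = EGM-2 growth medium on 0.1% gelatin-coated wells | technique = immunofluorescence imaging | read-out basis = % PE-positive cells | control set = TNF-alpha positive control, DMSO neutral control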
RAD52 inh: RAD52 (human) annealing inhibition | inhibition, % at 18.7 µM | recombinant RAD52 DNA annealing, FRET fluorescence | actives 0.46% (n = 360,000);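 active means every replicate showing at least 50% inhibition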
* marks the source's active call; other numbers are inactive results; / = no result given.

A first look, eight compounds:
Every second line gives: RAD54 branch | Xi reactivation | ERp5 block | S100A4 MyoIIA | esBAF inh | ERAP1 HTS inh | E-selectin induc | RAD52 inh
#1 CS(=O)(=O)N1CC(=O)N2[C@H](C1)[C@@H](c1ccc(C#CCc3ccccc3)cc1)[C@@H]2CO
    / | 0.1 | -4 | -3 | / | -1 | -0.7 | -21
#2 Cc1cccc(N2CCN(C(=O)CCn3c(=S)[nH]c4cc5c(cc4c3=O)OCO5)CC2C)c1 (configuration not stated)
    -20 | / | -7 | 1 | -14 | -3 | / | 0
#3 O=C(CCNC(=O)c1ccc(Br)cc1)Nc1ccccc1N1CCOCC1
    / | 0.4 | -1 | -2 | / | 2 | 6.5 | -2
#4 Cn1cccc1/C=N/N1CCN(Cc2ccccc2Cl)CC1
    -2 | -0.1 | 1 | 1 | / | 0 | -0.3 | 8
#5 O=C(Oc1ccc2c(c1)O/C(=C\c1ccncc1)C2=O)c1cccs1
    2 | 0.1 | 3 | -1 | / | 5 | -0.3 | -73
#6 CCOC(=O)c1c(C)n(-c2ccc(C)cc2)c2ccc(OCC(O)CN3CCN(C)CC3)cc12 (configuration not stated)
    / | 3.7 | 4 | 2 | / | 1 | / | 97*
#7 O=C(/C=C(\Nc1cccc(OC(F)F)c1)c1ccccc1)c1ccccc1
    / | 0.2 | -6 | -4 | / | -2 | 0.1 | -31
#8 C[C@@H]1CN([C@H](C)CO)C(=O)Cc2cc(NS(=O)(=O)c3ccc(Cl)cc3)ccc2O[C@H]1CN(C)S(=O)(=O)c1ccccc1
    2 | 0.2 | 2 | 6 | 2 | 5 | 1.8 | 4

The list itself, previewed entries included:
Every second line gives: RAD54 branch | Xi reactivation | ERp5 block | S100A4 MyoIIA | esBAF inh | ERAP1 HTS inh | E-selectin induc | RAD52 inh
#1 CS(=O)(=O)N1CC(=O)N2[C@H](C1)[C@@H](c1ccc(C#CCc3ccccc3)cc1)[C@@H]2CO
    / | 0.1 | -4 | -3 | / | -1 | -0.7 | -21
#2 Cc1cccc(N2CCN(C(=O)CCn3c(=S)[nH]c4cc5c(cc4c3=O)OCO5)CC2C)c1 (configuration not stated)
    -20 | / | -7 | 1 | -14 | -3 | / | 0
#3 O=C(CCNC(=O)c1ccc(Br)cc1)Nc1ccccc1N1CCOCC1
    / | 0.4 | -1 | -2 | / | 2 | 6.5 | -2
#4 Cn1cccc1/C=N/N1CCN(Cc2ccccc2Cl)CC1
    -2 | -0.1 | 1 | 1 | / | 0 | -0.3 | 8
#5 O=C(Oc1ccc2c(c1)O/C(=C\c1ccncc1)C2=O)c1cccs1
    2 | 0.1 | 3 | -1 | / | 5 | -0.3 | -73
#6 CCOC(=O)c1c(C)n(-c2ccc(C)cc2)c2ccc(OCC(O)CN3CCN(C)CC3)cc12 (configuration not stated)
    / | 3.7 | 4 | 2 | / | 1 | / | 97*
#7 O=C(/C=C(\Nc1cccc(OC(F)F)c1)c1ccccc1)c1ccccc1
    / | 0.2 | -6 | -4 | / | -2 | 0.1 | -31
#8 C[C@@H]1CN([C@H](C)CO)C(=O)Cc2cc(NS(=O)(=O)c3ccc(Cl)cc3)ccc2O[C@H]1CN(C)S(=O)(=O)c1ccccc1
    2 | 0.2 | 2 | 6 | 2 | 5 | 1.8 | 4
#9 O=C(CCN1C(=O)/C(=C\c2ccco2)SC1=S)Nc1ccc(C(=O)O)c(O)c1
    -46 | 0.0 | 0 | -32 | -2 | 0 | / | -239
#10 CN1CCN(C(=O)/C(=C/c2cccc([N+](=O)[O-])c2)NC(=O)c2ccccc2)CC1
    4 | 0.3 | -1 | 1 | -2 | 2 | 0.2 | -15
#11 C/C=C/c1ccc2c(c1)O[C@H](CN(C)C(=O)Nc1ccc(C(F)(F)F)cc1)[C@@H](C)CN([C@H](C)CO)S2(=O)=O
    -4 | -0.8 | -2 | 0 | 1 | -1 | 0.4 | 6
#12 CCN(C(=O)COC(=O)CNC(=O)c1cccs1)c1c(N)n(Cc2ccccc2)c(=O)[nH]c1=O
    7 | -0.5 | 2 | -7 | -1 | 7 | / | -11
#13 CC(=O)c1ccccc1OCC(O)CNC1CCCC1 (configuration not stated)
    / | 0.1 | 3 | -1 | / | 2 | / | -4
#14 CO[C@@H]1CN(C)C(=O)c2ccc(NC(=O)c3ccc4c(c3)OCO4)cc2OC[C@@H](C)N(CCC(F)(F)F)C[C@H]1C
    -7 | 0.0 | 5 | -3 | -2 | 0 | -0.1 | -14
#15 C=CCNc1ncnc2c1cnn2-c1ccc(Cl)cc1
    2 | 0.0 | -1 | 0 | -9 | 0 | 2.6 | 3
#16 COC(=O)C1(C)NC(c2ccc(F)cc2)C2C(=O)N(c3ccccc3)C(=O)C21 (configuration not stated)
    1 | 0.2 | -8 | 0 | 2 | 0 | / | -12
#17 Cc1ccccc1S(=O)(=O)NC(=O)C1(C)CCN1C(=O)Cc1ccc(C(C)(C)C)cc1 (configuration not stated)
    8 | 0.0 | -2 | 2 | -6 | 2 | -0.2 | -15
#18 C[C@@H](NC(=O)C[C@@H]1CC[C@H]2[C@@H](COC[C@@H](O)CN2Cc2cc(F)ccc2F)O1)c1ccccc1
    1 | 0.2 | 0 | 2 | 8 | 0 | -0.1 | 4
#19 O=C(C[C@@H]1CC[C@@H]2[C@H](COC[C@@H](O)CN2Cc2cccc(Cl)c2)O1)Nc1nccs1
    -9 | 0.0 | -5 | 4 | -5 | 2 | -0.1 | 10
#20 Cc1nn(C(C)(C)C)c(NC(=O)c2ccc(Cl)cc2)c1Br
    4 | 0.1 | 6 | -1 | / | / | 0.0 | -11
#21 CCNC(=O)Nc1ccc2c(c1)C(=O)N(C)[C@H]1CC[C@@H](CC(=O)NCC3CCCCC3)O[C@@H]1CO2
    -4 | 0.1 | -2 | -12 | 1 | 1 | 0.1 | 17
#22 COc1cccc(NC(=O)N[C@@H]2C=C[C@H](CC(=O)N3CCN(C)CC3)O[C@H]2CO)c1
    -4 | 0.4 | 0 | -2 | -3 | 0 | -1.6 | 13
#23 C[C@H](NC(=O)c1cc2cc(Cl)ccc2n1C)C(=O)N1CCC(C(=O)O)CC1
    -2 | -0.1 | 3 | -11 | 7 | -5 | 0.1 | -13
#24 Cc1ccc(OCCn2cncn2)c([N+](=O)[O-])c1
    -4 | 0.4 | 3 | 1 | 3 | -1 | / | -8
#25 Cc1cccc(NCc2cccc3ccccc23)n1
    4 | 0.0 | 4 | -3 | 29 | -2 | / | -7
#26 C[C@H](CO)N1C[C@H](C)[C@H](CN(C)Cc2ccc(Oc3ccccc3)cc2)Oc2ccc(N(C)C)cc2CC1=O
    3 | 0.0 | 0 | 11 | -2 | 2 | 6.5 | -9
#27 Cc1ccc(NC(=O)CN(C)CC(=O)Nc2ccc(N3CCOCC3)cc2)cc1F
    / | -0.7 | 11 | 8 | / | 1 | / | -5
#28 O=C(NCc1cc(Cl)cc(Cl)c1)c1ccc2nc([C@@H]3O[C@H](CO)[C@H](O)[C@H](O)[C@H]3O)[nH]c2c1
    4 | 0.1 | 1 | -2 | -12 | 0 | 1.3 | -4
#29 O=C(NC1CCC1)[C@H]1[C@H](CO)[C@H]2Cn3c(cccc3=O)[C@H]2N1CC1CCOCC1
    3 | 1.4 | 4 | -3 | -3 | 0 | 0.0 | 1
#30 CN1CCN(CCC(=O)N/N=C/c2ccccc2F)CC1
    -14 | 0.0 | 3 | 3 | 2 | 0 | 1.6 | -4

Carrying on:
nr | Compound | RAD54 branch | Xi reactivation | ERp5 block | S100A4 MyoIIA | esBAF inh | ERAP1 HTS inh | E-selectin induc | RAD52 inh
31 | C[C@H]1CCCCO[C@@H](CN(C)C)[C@@H](C)CN([C@@H](C)CO)C(=O)c2cc(NC(=O)Nc3ccc(F)cc3)ccc2O1 | 6 | -0.9 | 0 | 12 | -3 | -4 | 0.1 | 2
32 | COc1ccc(Cc2nnc(NC(=O)C3CC(=O)N(c4ccccc4C)C3)s2)cc1OC (configuration not stated) | -1 | 0.4 | 5 | -32 | -4 | -3 | / | -7
33 | O=C(Cn1c(C(=O)N2CCN(C3CCCC3)CC2)cc2sccc21)c1ccccc1 | -3 | / | 3 | 0 | -14 | 3 | / | -10
34 | Cc1cc(C)nc(SCC(=O)N/N=C/c2ccc3c(c2)OCO3)n1 | 0 | 0.3 | 5 | -3 | / | 0 | -0.3 | -6
35 | C[C@H](CO)N1C[C@H](C)[C@H](CN(C)S(=O)(=O)c2ccc(F)cc2)OCCCC[C@H](C)Oc2ccc(NC(=O)CCCCCC(=O)Nc3ccccc3N)cc2C1=O | -3 | 0.1 | 4 | -5 | -18 | 0 | 0.1 | -11
36 | CCCCNC(=O)C(NC(=O)c1cccs1)C(=O)c1ccccc1 (configuration not stated) | / | 0.6 | 5 | -1 | / | 1 | -0.1 | 4
37 | C=CCNc1nc(N)c([N+](=O)[O-])c(Nc2cccc(Cl)c2)n1 | 6 | 0.2 | -1 | -1 | -6 | 1 | 0.0 | 2
38 | COc1ccc2cc(CO)n(C)c2c1 | -5 | 0.4 | 3 | 2 | 2 | -4 | -0.1 | -14
39 | COc1ccc(CNC(=O)C(c2ccc(O)cc2)N(Cc2ccco2)C(=O)c2snc(C(N)=O)c2N)cc1 (configuration not stated) | 1 | 0.3 | 3 | -15 | 2 | 1 | 0.0 | -14
40 | COc1ccc(CN2CCNC(=O)C2CC(=O)N2CCCO2)c(OC)c1 (configuration not stated) | / | 0.0 | 4 | 13 | / | -1 | 4.9 | -16
41 | COc1ccccc1CNS(=O)(=O)c1ccc2c(c1)NC(=O)CO2 | 2 | 0.0 | 5 | -1 | -4 | -2 | 2.2 | -4
42 | COc1ccc(NC(=O)N2C[C@H]3CON(C)[C@H]3C[C@H]2c2ccc(N3CCCCC3)cc2)cc1 | -1 | 0.1 | 1 | -6 | 12 | -2 | 0.2 | -37
43 | O=C(CN1CCCC1)NC1C2CC3CC(C2)CC1C3 (configuration not stated) | -4 | / | -1 | -1 | -5 | -5 | / | -5
44 | COc1ccc(C(OCC(O)CNC(C)c2ccccc2)c2ccc(OC)cc2)cc1 (configuration not stated) | -1 | 0.2 | 2 | -2 | -2 | -1 | / | -3
45 | COc1ccccc1CN1C[C@H](C)[C@H](OC)CN(C)C(=O)c2ccc(NC(C)=O)cc2OC[C@@H]1C | -2 | -0.3 | 4 | -13 | -2 | 4 | -0.1 | -11
46 | COc1ccc(NC(=O)c2sc3nc(N4CCOCC4)c4c(c3c2N)CC(C(C)C)OC4)c(OC)c1 (configuration not stated) | 7 | 0.2 | -2 | 0 | -1 | 0 | / | 6
47 | COCC1CCN(C(=O)c2ccc3nc(Cc4cccc(Cl)c4)oc3c2)CC1 | -10 | 0.2 | 7 | 1 | 0 | -2 | -0.1 | -7
48 | O=C(NCc1ccco1)c1ccc2c(c1)N(Cc1ccccc1)CCS2 | / | 0.0 | 4 | 0 | 1 | 9 | 0.0 | -10
